# SENP1 inh: inhibitors of human SENP1 SUMO protease catalytic domain; Q9P0U3; recombinant SENP1 catalytic domain, CyPet-SUMO1-YPet FRET cleavage; inhibition, % at 10 µM; hit rate 0.21% among 360,000; AID 624204;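 active = inhibition at least 30% at 10 µM, raw YFP signal under a set limit, fluorescence ratio 0.5 to 1.5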;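 also: 0% = enzyme with DMSO and 100% = no enzyme wells; some results filed as inactive read as strong as hits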
#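 Material – human SENP1 catalytic domain · Input – SENP1 enzyme, 20 pM final · Compound dosing – single concentration of 10 µM compound, 0.5% DMSO final · Timing – enzyme reaction for 50 min at room temperature, dark · Measured by – FRET fluorescence in CFP and YFP emission channels · Control set – no-enzyme wells low, DMSO-plus-enzyme wells high control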
# NALP3 yeast inh: blocks the NALP3 inflammasome reconstituted in yeast; hit rate 0.39% among 330,000; Yeast reconstituted NLRP3/ASC/caspase-1, beta-gal luminescence, 24 h; inhibition, % at 10 µM;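 active = inhibition of 50% or more; inactive = inhibition below 50%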;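 also: plate controls were induced DMSO wells for no effect and uninduced yeast grown without galactose for full effect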
# APOBEC3G inh: APOBEC3G (human) deaminase inhibition | Q9HC16 | recombinant A3G, ssDNA deamination FAM/TAMRA fluorescence | inhibition, % at 20 µM | hit rate 0.28% among 330,000 | AID 493012;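 active = inhibition of at least 40% at 20 µM, with no more than 30% in the related APOBEC3A deaminase screen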;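 also: plate controls were DMSO wells with A3G for no effect and wells lacking A3G enzyme for full effect; some compounds called inactive have numbers as strong as hits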
# Target sequence (Q9HC16 whole entry, looked up): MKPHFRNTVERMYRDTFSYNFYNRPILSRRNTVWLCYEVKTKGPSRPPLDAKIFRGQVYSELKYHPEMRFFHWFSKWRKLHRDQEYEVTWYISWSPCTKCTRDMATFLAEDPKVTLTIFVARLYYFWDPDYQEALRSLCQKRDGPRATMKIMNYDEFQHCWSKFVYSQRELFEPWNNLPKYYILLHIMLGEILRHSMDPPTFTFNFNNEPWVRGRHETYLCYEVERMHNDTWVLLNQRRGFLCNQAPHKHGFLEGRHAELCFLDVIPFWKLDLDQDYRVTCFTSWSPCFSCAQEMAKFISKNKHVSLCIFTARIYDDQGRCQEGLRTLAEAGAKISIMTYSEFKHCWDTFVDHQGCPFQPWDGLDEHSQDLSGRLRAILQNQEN
# hIAP block: blocks human intestinal alkaline phosphatase | P09923 | purified IAP, CDP-Star luminescence, 30 min | inhibition, % at 10 µM | hit rate 0.12% among 330,000 | AID 2544;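 active = inhibition reaching a set limit with compound at 10 µM in the primary screen, cut at about 35% in these data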;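 also: plate controls were DMSO wells with enzyme for no effect and no-enzyme buffer wells for full effect; values of inactives mirror those of a sister screen read the other way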
# Target sequence (P09923 whole entry, looked up): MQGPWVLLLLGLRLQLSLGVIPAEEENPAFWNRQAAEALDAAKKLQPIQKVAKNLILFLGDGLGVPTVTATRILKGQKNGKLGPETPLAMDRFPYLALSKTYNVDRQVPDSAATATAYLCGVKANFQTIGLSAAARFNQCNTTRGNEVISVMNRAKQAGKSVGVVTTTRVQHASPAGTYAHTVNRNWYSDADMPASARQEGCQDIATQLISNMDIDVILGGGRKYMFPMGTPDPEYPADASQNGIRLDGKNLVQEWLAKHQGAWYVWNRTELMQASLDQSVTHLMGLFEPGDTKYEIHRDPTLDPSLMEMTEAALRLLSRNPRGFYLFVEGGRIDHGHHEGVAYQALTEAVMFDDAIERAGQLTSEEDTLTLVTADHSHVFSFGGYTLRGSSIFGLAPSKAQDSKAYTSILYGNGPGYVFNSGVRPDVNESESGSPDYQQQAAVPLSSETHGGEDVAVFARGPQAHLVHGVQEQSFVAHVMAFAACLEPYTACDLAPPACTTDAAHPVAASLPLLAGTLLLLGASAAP
# mIAP block: blocks mouse intestinal alkaline phosphatase. purified mouse IAP, CDP-Star luminescence, 30 min. inhibition, % at 10 µM. hit rate 0.2% among 330,000;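 active = inhibition of at least 40% at 10 µM in the primary screen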;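 also: plate controls were DMSO with enzyme for no effect and no enzyme wells for full effect; values of inactives mirror those of a sister screen read the other way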
# mIAP activ: increases mouse intestinal alkaline phosphatase activity | hit rate 0.24% among 330,000 | AID 2805 | muIAP, CDP-Star luminescence, 30 min; stronger effect = higher value; 1 = vehicle-only enzyme signal, 0 = enzyme-free wells | activation factor at 10 µM;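 active = activation factor of at least 2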; also: the source names both 10 and 20 µM as test concentration; values of inactives mirror those of a sister screen read the other way
#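 also added = chemiluminescent substrate CDP-Star | test system = mouse IAP enzyme | signal = chemiluminescence readout | compound = DMSO-dissolved test compounds | incubation = 30 min at room temperature | benchmarks = DMSO wells, no-enzyme wells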
# beta cell repl: inducers of beta-cell replication in MIN6 cells | MIN6 cells proliferation, ATPlite luminescence, 48 h; cells starved in 0.2% serum; 100% = growth in 10% serum | proliferation, % at 10 µM | hit rate 0.29% among 330,000;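 active = compounds whose signal lies at least 3.5 SD above the mean of all wells on their plate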;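 also: 0% = DMSO-treated cells in low-serum medium and 100% = 10% serum control; some compounds called inactive have numbers as strong as hits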
# A3A deaminase: human APOBEC3A DNA deaminase inhibition. P31941. recombinant A3A, FAM/TAMRA ssDNA deamination fluorescence. inhibition, % at 20 µM. hit rate 0.41% among 330,000. AID 493011;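 active = at least 40% inhibition at 20 µM here, with at most 30% in a related deaminase screen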;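 also: plate controls were A3A with DMSO for no effect and wells lacking A3A enzyme for full effect; some results filed as inactive read as strong as hits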
# Target sequence (P31941 whole entry, looked up): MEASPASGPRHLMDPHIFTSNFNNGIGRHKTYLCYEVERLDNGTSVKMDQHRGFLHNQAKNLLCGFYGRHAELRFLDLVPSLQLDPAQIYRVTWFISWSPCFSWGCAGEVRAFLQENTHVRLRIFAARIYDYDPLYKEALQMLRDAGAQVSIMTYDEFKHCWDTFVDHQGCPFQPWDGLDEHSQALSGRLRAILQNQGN
# hIAP activ: increases human intestinal alkaline phosphatase activity; P09923; hit rate 0.16% among 330,000; AID 2524; activation factor at 10 µM; purified human IAP, CDP-Star luminescence, 30 min; stronger effect = higher value; 1 = vehicle-only enzyme, 0 = enzyme-free background;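 active = activation factor of the enzyme at least 2-fold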; also: the source names both 10 and 20 µM as test concentration; values of inactives mirror those of a sister screen read the other way
# Starred values were filed as active, the others as inactive.
SMILES,SENP1 inh,NALP3 yeast inh,APOBEC3G inh,hIAP block,mIAP block,mIAP activ,beta cell repl,A3A deaminase,hIAP activ
COC(=O)c1ccc(N=Cc2c(C(F)(F)F)[nH]n(C)c2=O)cc1,0,8,-2,-4,0,1,0,0,1
O=C(COC(=O)c1cccnc1Cl)NCc1ccco1,-1,0,3,-9,0,1,-1,13,1.1
Cc1cccc(C)c1N1CCN(C(=O)Cn2cncn2)CC1,-10,-3,-8,8,-3,1,-1,-2,0.92
c1ccc2c(C[C@@H]3CNCCN3CCC34CC5CC(CC(C5)C3)C4)cccc2c1,-24,19,-2,6,-6,1.1,-6,-2,0.94
COC(=O)c1cc(C#N)c(Oc2cccc(C)c2C)nc1C,2,34,4,-11,-4,1,-2,1,1.1
CCN(CC(=O)NCc1cccs1)C(=O)c1ccc(S(=O)(=O)N(C)C)cc1,0,19,-3,-10,-15,1.1,3,-2,1.1
COc1ccc(N2CCN(C(=O)c3cc4c(C)nc5ccccc5c4o3)CC2)cc1,2,19,-6,-12,-8,1.1,-1,-5,1.1
Cn1cccc1C(=O)OCc1nc2ccccc2c(=O)[nH]1,-18,17,3,-5,-12,1.1,0,7,1.1
O=C(Cc1c(Cl)cccc1Cl)Nc1cccnc1,2,-1,-3,-4,1,0.99,-2,-2,1
CC(OC(=O)CNC(=O)c1ccc2ccccc2c1)C(=O)NC1CCCCC1C (stereo not given),1,10,-2,9,6,0.94,3,0,0.91
O=C(Nc1cc(S(=O)(=O)N2CCOCC2)ccc1Cl)c1ccncc1,1,10,12,-5,5,0.95,1,4,1
NS(=O)(=O)c1ccc(CCNC(=O)CSc2ccsc2[N+](=O)[O-])cc1,-3,5,-6,-18,20,0.8,-3,3,1.2
O=C(NC1CCCCC1)C(c1cccnc1)N(C(=O)c1csnn1)c1ccccc1F (stereo not given),0,-1,-2,-2,1,0.99,1,1,1
Cc1ccc(C(=O)c2cnc3ccccc3c2-c2ccccc2)cc1,2,-4,-1,-14,6,0.94,-5,0,1.1
Cc1cccc2cc(CN(CC3CCCO3)C(=S)Nc3ccccc3)c(=O)[nH]c12 (stereo not given),2,21,-4,-10,-1,1,0,2,1.1

# 5 neighbouring compounds already listed, quoted:
SMILES,SENP1 inh,NALP3 yeast inh,APOBEC3G inh,hIAP block,mIAP block,mIAP activ,beta cell repl,A3A deaminase,hIAP activ
Cc1cccc(C)c1N1CCN(C(=O)Cn2cncn2)CC1,-10,-3,-8,8,-3,1,-1,-2,0.92
c1ccc2c(C[C@@H]3CNCCN3CCC34CC5CC(CC(C5)C3)C4)cccc2c1,-24,19,-2,6,-6,1.1,-6,-2,0.94
COC(=O)c1cc(C#N)c(Oc2cccc(C)c2C)nc1C,2,34,4,-11,-4,1,-2,1,1.1
CCN(CC(=O)NCc1cccs1)C(=O)c1ccc(S(=O)(=O)N(C)C)cc1,0,19,-3,-10,-15,1.1,3,-2,1.1
COc1ccc(N2CCN(C(=O)c3cc4c(C)nc5ccccc5c4o3)CC2)cc1,2,19,-6,-12,-8,1.1,-1,-5,1.1

# (next part)
SMILES,SENP1 inh,NALP3 yeast inh,APOBEC3G inh,hIAP block,mIAP block,mIAP activ,beta cell repl,A3A deaminase,hIAP activ
CC(C)n1ncc2c(C(=O)Nc3ccc(CC#N)cc3)cc(C3CC3)nc21,-3,27,-9,4,-7,1.1,-2,-3,0.96
CC(C)CN(C(=O)CN1CCCCCC1)c1c(N)n(CC(C)C)c(=O)[nH]c1=O,-79,7,-7,-5,-3,1,0,2,1.1
O=C(NC1CCCCCC1)c1ccc(CS(=O)(=O)Cc2ccccc2F)o1,-2,9,-7,3,0,1,8,-6,0.97
COCCN1C(=O)N(c2cccc(OC)c2)C(=O)C1CC(=O)Nc1ccc(OC)cc1 (stereo not given),1,11,-5,12,2,0.98,-3,-1,0.88
Cc1ccccc1N(CC(=O)O)S(C)(=O)=O,-1,8,1,-5,-5,1,-1,0,1
Cc1cc(Cl)c2oc(C(=O)N3CCN(c4cccc(C)n4)CC3)c(C)c2c1,1,14,1,2,-2,1,-3,3,0.98
CN(CC(=O)Nc1cccc(F)c1)C(=O)c1cn(-c2ccccc2)nc1-c1ccc(F)cc1,2,23,-4,-9,-21,1.2,-6,0,1.1
COc1cc(OC)c(OC)cc1CN1CCN(c2ccccc2OC)CC1,0,2,-7,5,2,0.98,-1,-4,0.95
COc1ccc(S(=O)(=O)NC(CC(=O)O)c2ccco2)cc1 (stereo not given),2,4,-10,-11,5,0.95,1,-6,1.1
COc1cc(CN2CCNC(=O)C2CC(=O)N2CCCO2)cc(OC)c1 (stereo not given),-8,3,-5,-15,-13,1.1,-2,0,1.2
CCO[C@H]1OC(C(=O)N2CCOCC2)=C[C@@H](c2coc3ccccc3c2=O)[C@@H]1CCCO,-1,7,-2,1,7,0.93,-3,-4,0.99
CCCCOCCCNC(=O)CCCOc1ccccc1,2,23,-3,2,0,1,1,-5,0.98
C=CCSc1nnc(-c2nnc(SCC=C)n2-c2ccccc2)n1-c1ccccc1,-1,17,-1,-16,-8,1.1,0,3,1.2
COc1ccc2[nH]cc(/C=N/NS(=O)(=O)c3ccc(C)cc3)c2c1,0,4,-2,-3,2,0.98,-4,2,1
COc1ccc2c(CC(=O)OCC(=O)Nc3ccc4c(c3)OCO4)coc2c1,0,7,-4,1,-5,1,-1,-1,0.99
Cc1ccc(-n2c(SCC(=O)NCC3CCCO3)nc3n[nH]c(C)c3c2=N)cc1Cl (stereo not given),2,8,-4,14,-13,1.1,-2,-1,0.86
CCC1/C(=N\O)CC(c2ccco2)NC1c1ccco1 (stereo not given),0,2,-4,15,3,0.97,-1,-1,0.85
O=C(COC(=O)c1cc([N+](=O)[O-])ccc1N1CCOCC1)c1ccc(Br)cc1,-2,10,-10,9,14,0.86,1,-4,0.91
Cn1c(Cn2c3ccccc3c3ccccc32)n[nH]c1=S,0,20,2,-2,-6,1.1,2,-3,1
O=C(CSc1nccc(=O)[nH]1)c1ccco1,0,13,2,-5,17,0.83,-4,14,1.1
O=C(Nc1ccc(F)cc1)N1CCCC(c2nc3c(nnn3Cc3ccccc3Cl)c(=O)[nH]2)C1 (stereo not given),0,11,-5,7,-3,1,-4,-2,0.93
O=[N+]([O-])c1cccc(C(=S)N2CCN(c3ccccc3)CC2)c1,2,11,19,19,14,0.86,-3,-5,0.81
C(=Nc1cccc2c(N=Cc3ccco3)cccc12)c1ccco1,-47,20,88,5,48*,0.52,-5,98,0.95
CCCc1cc(=O)oc2c(C)c(OCC(=O)Nc3ccc(CN4CCOCC4)cc3)ccc12,0,17,-2,13,-4,1,-3,0,0.87
Cc1cc2cc3c(cc2nc1SCC(=O)Nc1nc(C)c(C)s1)OCO3,3,-6,-9,-116,4,0.96,-4,0,2.2*
O=c1ccc(-c2ccccc2)nn1Cc1ccccc1F,-1,19,-9,-16,3,0.97,-3,-1,1.2
CC(=O)N1CCN(C(=O)CSc2nnc(C)n2-c2ccccc2)CC1,0,12,-5,-4,2,0.97,-2,-3,1
Cc1ccc(NC(=O)Cn2nnc3ccccc32)cc1,2,29,-4,6,-8,1.1,0,-1,0.94
C=CCc1ccccc1OCCn1nnc2ccccc21,2,17,-2,-22,-18,1.2,-1,-5,1.2
C=CCSc1ncccc1C(=O)NCc1ccccc1,0,21,1,0,-2,1,-1,7,0.99

# An excerpt from above in order of their number in mIAP activ, highest first:
Molecule | SENP1 inh | NALP3 yeast inh | APOBEC3G inh | hIAP block | mIAP block | mIAP activ | A3A deaminase | hIAP activ
Cn1c(Cn2c3ccccc3c3ccccc32)n[nH]c1=S | 0 | 20 | 2 | -2 | -6 | 1.1 | -3 | 1
COC(=O)c1ccc(N=Cc2c(C(F)(F)F)[nH]n(C)c2=O)cc1 | 0 | 8 | -2 | -4 | 0 | 1 | 0 | 1
O=[N+]([O-])c1cccc(C(=S)N2CCN(c3ccccc3)CC2)c1 | 2 | 11 | 19 | 19 | 14 | 0.86 | -5 | 0.81

# Profiles, quoted from the list.
# Entry for `COC(=O)c1ccc(N=Cc2c(C(F)(F)F)[nH]n(C)c2=O)cc1` → SENP1 inh: 0; NALP3 yeast inh: 8; APOBEC3G inh: -2; hIAP block: -4; mIAP block: 0; mIAP activ: 1; beta cell repl: 0; A3A deaminase: 0; hIAP activ: 1
# Entry for `O=c1ccc(-c2ccccc2)nn1Cc1ccccc1F` → SENP1 inh: -1; NALP3 yeast inh: 19; APOBEC3G inh: -9; hIAP block: -16; mIAP block: 3; mIAP activ: 0.97; beta cell repl: -3; A3A deaminase: -1; hIAP activ: 1.2

# Next part.
SMILES,SENP1 inh,NALP3 yeast inh,APOBEC3G inh,hIAP block,mIAP block,mIAP activ,beta cell repl,A3A deaminase,hIAP activ
O=c1cc(N/N=C/c2ccccc2)[nH]c(=O)[nH]1,-20,1,0,1,-1,1,-4,-4,0.99
CC(C)(O)c1cc(=O)sc2nc3ccccc3n12,0,1,-6,6,5,0.95,-4,-5,0.94
COc1ccc(C(=O)NC(=S)NNC(=O)c2ccncc2)cc1Br,-3,7,-7,-88,18,0.82,-2,-5,1.9
OCC1CCN(Cc2nc(Cc3ccccc3Cl)no2)CC1,1,-5,-6,10,1,0.99,1,0,0.9
CN(C)S(=O)(=O)c1ccc(NC(=O)C2CC(=O)N(Cc3ccccc3Cl)C2)cc1 (stereo not given),-2,8,-7,-1,-1,1,-1,0,1
CCCCn1c(N)c(N(CCOC)C(=O)COC(=O)CCOc2ccccc2C)c(=O)[nH]c1=O,1,7,-3,-8,3,0.97,-2,0,1.1
CC1CCC(C(C)C)C(OCC(O)CNC(C)(C)C)C1 (stereo not given),0,25,-3,-27,-6,1.1,-5,2,1.3
CCCCN(CCCC)CCNC(=O)CN1C(=O)COc2ccc(S(=O)(=O)N3CCOCC3)cc21,0,12,-1,2,-5,1.1,2,-2,0.98
CCn1nc(CC(=O)Nc2nnc(CC(=O)N3CCCCC3)s2)c2ccccc2c1=O,-1,5,1,-9,-8,1.1,-2,5,1.1
Cc1onc(-c2c(F)cccc2Cl)c1C(=O)Nc1cccc(S(=O)(=O)N2CCOCC2)c1,2,11,-2,9,-17,1.2,-1,-1,0.91
O=C(Nc1cccc2ccccc12)N1CCN(Cc2ccccc2)CC1,-4,16,6,-5,-3,1,-4,-8,1.1
O=C(c1cc2cc(F)ccc2[nH]1)N1CCN(Cc2ccc3c(c2)OCO3)CC1,-1,8,4,-16,-8,1.1,-4,-1,1.2
COc1cc(OC)cc(-c2nc(-c3cccs3)no2)c1,1,15,-3,6,4,0.96,7.7*,3,0.94

# 3 structures from above, ordered by count of non-hydrogen atoms, lowest first:
SMILES,SENP1 inh,NALP3 yeast inh,APOBEC3G inh,hIAP block,mIAP block,mIAP activ,beta cell repl,A3A deaminase,hIAP activ
O=C(CSc1nccc(=O)[nH]1)c1ccco1,0,13,2,-5,17,0.83,-4,14,1.1
COc1cc(OC)cc(-c2nc(-c3cccs3)no2)c1,1,15,-3,6,4,0.96,7.7*,3,0.94
CCO[C@H]1OC(C(=O)N2CCOCC2)=C[C@@H](c2coc3ccccc3c2=O)[C@@H]1CCCO,-1,7,-2,1,7,0.93,-3,-4,0.99

# Some of the compounds tested; rates above refer to the full screens.
